Screens (PubChem)
Mtb BioA inh: M. tuberculosis BioA enzyme inhibitors, primary screen, biochemical, plate reader, single point, HTS. 7,8-diaminopelargonic acid synthase BioA (Mycobacterium tuberculosis). AID 602481, 2012. inhibition, % at 9.99 µM. purified M. tuberculosis BioA enzyme. 360,000 tested, 0.096% active; in the data active means inhibition above about 40%
Starred values were filed as active, the others as inactive. Not all compounds are listed, so the mix of outcomes need not match the whole.

mol	Mtb BioA inh
COc1ccc(CN2C[C@H](O)COC[C@H]3O[C@H](CC(=O)NCc4ccccc4Cl)CC[C@@H]32)cc1	-1.3
Cc1noc(C)c1S(=O)(=O)N(C)C[C@H]1Oc2ccc(NC(=O)C3CC3)cc2CC(=O)N([C@H](C)CO)C[C@@H]1C	2.3
COc1ccccc1CN1[C@@H]2CN(C(=O)C3CC3)c3ccccc3[C@@H]2[C@@H]1CO	-0.7
C[C@H](CO)N1C[C@H](C)[C@H](CN(C)C(=O)Nc2cccc3ccccc23)Oc2ncc(-c3cccc(C(F)(F)F)c3)cc2C1=O	-0.1
COC(=O)[C@@H]1N=C(c2ccc(OCCCO)cc2)O[C@@H]1c1ccccc1N=[N+]=[N-]	0.7
COC(=O)[C@@H]1[C@@H](CO)[C@@H]2Cn3c(ccc(-c4ccccc4)c3=O)[C@@H]2N1CC1CCCCC1	8.6
C/C=C/c1ccc2c(c1)O[C@H](CN(C)C(=O)C1CCOCC1)[C@H](C)CN([C@@H](C)CO)S2(=O)=O	-1.6
C[C@@H]1CCCCO[C@H](CN(C)C(=O)Cc2ccccc2)[C@H](C)CN([C@H](C)CO)C(=O)c2cc(NS(=O)(=O)c3ccc(F)cc3)ccc2O1	-1.9
COCC(=O)Nc1ccc2c(c1)C(=O)N(C)C[C@H](OC)[C@H](C)CN(CC1CCCCC1)[C@H](C)CO2	12
OC[C@H]1[C@@H](c2ccc(C#Cc3cccnc3)cc2)[C@@H]2CN(Cc3ccccc3F)CCCCN12	3.7
CC(C)NC(=O)Nc1ccc2c(c1)C(=O)N([C@@H](C)CO)C[C@H](C)[C@@H](CN(C)Cc1ccc(Cl)c(Cl)c1)O2	-1.7
O=C(NCC(F)(F)F)[C@H]1[C@H](CO)[C@H]2Cn3c(cccc3=O)[C@H]2N1Cc1cccc(F)c1	-0.4
CNC[C@@H]1Oc2c(NS(=O)(=O)c3cccs3)cccc2C(=O)N([C@H](C)CO)C[C@@H]1C	-2.3
CO[C@H](CN(C)C(=O)C1CCOCC1)[C@@H](C)CN(C(=O)Nc1ccc(C(F)(F)F)cc1)[C@H](C)CO	-0.3
CC=Cc1ccc2n(c1=O)C[C@@H]1[C@@H](CO)[C@H](C(=O)NCCc3cn(C)cn3)[C@H]2N1C(=O)C1CCCC1 (mixture of isomers)	-1.5
C[C@@H]1CN([C@H](C)CO)C(=O)c2cc(NC(=O)c3ccncc3)ccc2O[C@@H](C)CCCCO[C@H]1CN(C)C	-1.8
CCCNC(=O)[C@H]1[C@H](CO)[C@H]2Cn3c(ccc(-c4ccc(F)cc4)c3=O)[C@H]2N1CC1CC1	4.2
C[C@H](O)C#Cc1cnc2c(c1)C(=O)N([C@H](C)CO)C[C@@H](C)[C@@H](CN(C)Cc1ccccn1)O2	-0.1
COc1ccc(S(=O)(=O)Nc2ccc3c(c2)C(=O)N([C@@H](C)CO)C[C@@H](C)[C@@H](CN(C)CC2CC2)OCCCC[C@@H](C)O3)cc1	1.1
COCCNC(=O)C[C@H]1C[C@H]2c3cc(NC(=O)CC4CC4)ccc3O[C@H]2[C@@H](CO)O1	1.3

A different layout for 4 compounds above.
CC=Cc1ccc2n(c1=O)C[C@@H]1[C@@H](CO)[C@H](C(=O)NCCc3cn(C)cn3)[C@H]2N1C(=O)C1CCCC1 (mixture of isomers)
  Mtb BioA inh: -1.5

COC(=O)[C@@H]1[C@@H](CO)[C@@H]2Cn3c(ccc(-c4ccccc4)c3=O)[C@@H]2N1CC1CCCCC1
  Mtb BioA inh: 8.6

COC(=O)[C@@H]1N=C(c2ccc(OCCCO)cc2)O[C@@H]1c1ccccc1N=[N+]=[N-]
  Mtb BioA inh: 0.7

COc1ccc(CN2C[C@H](O)COC[C@H]3O[C@H](CC(=O)NCc4ccccc4Cl)CC[C@@H]32)cc1
  Mtb BioA inh: -1.3

Next entries
mol	Mtb BioA inh
CN(C)C(=O)c1cccc(-c2ccc3c(c2)[C@@H]2[C@@H](CCN2C(=O)c2ccncc2)[C@@H](CO)N3C)c1	1.5
Cc1noc(C)c1S(=O)(=O)N(C)C[C@@H]1Oc2c(NC(=O)c3ccc(-c4nccs4)cc3)cccc2C(=O)N([C@@H](C)CO)C[C@@H]1C	1.7
COc1ccccc1-c1cnc2c(c1)C(=O)N([C@H](C)CO)C[C@@H](C)[C@H](CN(C)Cc1ccncc1)O2	0.3
C[C@@H]1CCCCO[C@H](CN(C)CC2CC2)[C@@H](C)CN([C@@H](C)CO)C(=O)c2cc(NS(=O)(=O)c3ccccc3)ccc2O1	-1.8
CC(C)NC(=O)Nc1cccc2c1O[C@@H](CN(C)S(=O)(=O)c1cccs1)[C@@H](C)CN([C@@H](C)CO)C2=O	-2.3
CN1c2ccc(-c3ccc(F)cc3)cc2[C@H]2[C@H](CCN2C(=O)c2ccccn2)[C@@H]1CO	3.0
O=C(C[C@@H]1C[C@@H]2c3cc(NC(=O)Nc4ccccc4F)ccc3O[C@@H]2[C@@H](CO)O1)NC1CCCCC1	-0.6
C[C@@H]1CCCCO[C@H](CN(C)C(=O)c2ccncc2)[C@H](C)CN([C@@H](C)CO)C(=O)c2cc(NS(=O)(=O)c3ccccc3)ccc2O1	-0.7
COc1ccc(CNC(=O)C[C@@H]2CC[C@H](NC(=O)CN(C)C)[C@H](CO)O2)cc1	-1.6
C[C@H](CO)N1C[C@H](C)[C@@H](CN(C)C(=O)Nc2ccccc2)Oc2ccc(NC(=O)C3CC3)cc2CC1=O	3.8
C[C@H](CO)N1C[C@H](C)[C@H](CN(C)Cc2ccncc2)OCCCC[C@H](C)Oc2ccc(NC(=O)c3ccncc3)cc2C1=O	13
C[C@H](CO)N1C[C@H](C)[C@@H](CN(C)Cc2ccc(C(=O)O)cc2)Oc2c(NS(=O)(=O)c3ccc(Cl)cc3)cccc2C1=O	3.7
C[C@H](CO)N1C[C@H](C)[C@@H](CN(C)C(=O)Nc2ccc3c(c2)OCO3)Oc2ccc(NC(=O)CCC(F)(F)F)cc2CC1=O	-0.1
C[C@H](O)C#Cc1ccc2c(c1)O[C@@H](CN(C)Cc1ccccn1)[C@H](C)CN([C@H](C)CO)S2(=O)=O	-0.2
C[C@@H]1CN([C@H](C)CO)C(=O)Cc2cc(NC(=O)Nc3ccc4c(c3)OCO4)ccc2O[C@H]1CN(C)S(C)(=O)=O	-0.4
COc1ccc(S(=O)(=O)N(C)C[C@@H]2Oc3ccc(NC(=O)Nc4ccc(F)cc4)cc3CC(=O)N([C@H](C)CO)C[C@@H]2C)cc1	-2.8
Cc1ccc(-c2ccc3c(c2)O[C@@H](CN(C)Cc2cccnc2)[C@@H](C)CN([C@H](C)CO)S3(=O)=O)cc1	2.5
CC(C)NC(=O)Nc1cccc2c1O[C@@H](CN(C)Cc1ccccc1)[C@H](C)CN([C@@H](C)CO)C2=O	1.7
C[C@H]1CN([C@@H](C)CO)C(=O)c2cccc(NS(=O)(=O)c3ccc(F)cc3)c2O[C@H]1CN(C)Cc1ccc(C(=O)O)cc1	1.0
OC[C@@H]1[C@H](c2ccc(C#Cc3ccccc3F)cc2)[C@@H]2CN(CC3CCOCC3)CCCCN12	14

(list continues)
smiles,Mtb BioA inh
C[C@H]1CN([C@@H](C)CO)C(=O)c2cccc(NC(=O)c3cnccn3)c2O[C@@H]1CN(C)S(C)(=O)=O,-2.2
C[C@H]1CN([C@@H](C)CO)C(=O)Cc2cc(NC(=O)Cn3cnnn3)ccc2O[C@@H]1CN(C)Cc1ccc(C(F)(F)F)cc1,7.5
C[C@@H]1CN([C@@H](C)CO)C(=O)c2cccc(NC(=O)c3nc4ccccc4s3)c2O[C@H]1CN(C)S(=O)(=O)c1cn(C)cn1,-1.6
C[C@@H]1CCCCO[C@H](CN(C)C)[C@@H](C)CN([C@H](C)CO)C(=O)c2cc(N(C)C)ccc2O1,-0.1
CC(=O)N(CC(C)C)C[C@H]1[C@@H](c2ccc(C3=CCCC3)cc2)[C@@H](CO)N1C(C)=O,6.6
C[C@H](CO)N1C[C@H](C)[C@H](CN(C)C(=O)C2CCC2)Oc2ncc(-c3cccnc3)cc2C1=O,6.3
CCCNC(=O)N[C@@H]1CC[C@H](CCNS(=O)(=O)c2cccc(F)c2)O[C@H]1CO,1.9
COCCNC(=O)C[C@@H]1CC[C@@H](NC(=O)NC2CCCCC2)[C@@H](CO)O1,-1.1
CCCNC(=O)NC[C@@H]1[C@@H](c2ccc(C3=CCCC3)cc2)[C@H](CO)N1C(=O)CC,-12
COc1ccc(C(=O)Nc2ccc3c(c2)C(=O)N(C)C[C@@H](OC)[C@@H](C)CN(C(C)=O)[C@@H](C)CO3)cc1,0.2
C[C@@H]1CN([C@H](C)CO)C(=O)Cc2cc(NC(=O)C3CC3)ccc2O[C@H]1CN(C)Cc1ccc(-c2ccccc2)cc1,-4.3
C[C@H]1CN([C@@H](C)CO)C(=O)Cc2cc(NC(=O)Nc3cccc4ccccc34)ccc2O[C@H]1CN(C)C(=O)Nc1cccc2ccccc12,-1.6
Cc1ccc(S(=O)(=O)Nc2cccc3c2O[C@H](CN(C)Cc2ccc(C(=O)Nc4ccccc4N)cc2)[C@H](C)CN([C@H](C)CO)C3=O)cc1,-4.8
CCCNC(=O)Nc1ccc2c(c1)OC[C@H](C)N(CCC)C[C@H](C)[C@@H](OC)CN(C)C2=O,4.5
O=S(=O)(N[C@H]1CC[C@H](CCn2cc(-c3cccnc3)nn2)O[C@@H]1CO)c1ccc(Cl)cc1,7.3
C[C@H]1CN([C@@H](C)CO)C(=O)c2cccc(NS(C)(=O)=O)c2O[C@H]1CN(C)Cc1ccccc1,2.4
C[C@@H]1CN([C@H](C)CO)C(=O)c2cccc(NS(=O)(=O)c3ccc(Cl)cc3)c2O[C@@H]1CN(C)Cc1ccc(C(=O)O)cc1,6.7
CCCC#Cc1cnc2c(c1)C(=O)N([C@@H](C)CO)C[C@@H](C)[C@H](CN(C)C(=O)Nc1cc(F)ccc1F)O2,6.4
COc1ccccc1NC(=O)N1C[C@@H](O)COC[C@@H]2O[C@H](CC(=O)NCCc3ccncc3)CC[C@H]21,-1.8
CCC(=O)Nc1ccc2c(c1)C(=O)N(C)C[C@H](OC)[C@@H](C)CN(Cc1cccc(F)c1)[C@@H](C)CO2,-1.3
N#Cc1ccc(-c2ccc([C@H]3[C@@H](CO)N4CCCCN(S(=O)(=O)c5ccccc5)C[C@@H]34)cc2)cc1,-6.5
C[C@H](CO)N1C[C@H](C)[C@H](CN(C)C(=O)Nc2ccc3c(c2)OCO3)Oc2cc(C#Cc3ccccc3)ccc2S1(=O)=O,-0.5
Cc1ccc(S(=O)(=O)Nc2ccc3c(c2)C(=O)N([C@H](C)CO)C[C@H](C)[C@@H](CN(C)CC2CCCCC2)OCCCC[C@@H](C)O3)cc1,2.1
C[C@@H]1CN([C@@H](C)CO)C(=O)Cc2cc(NC(=O)c3ccncc3)ccc2O[C@H]1CN(C)Cc1ccc2c(c1)OCO2,2.9
CCCC(=O)Nc1ccc2c(c1)C(=O)N(C)C[C@H](OC)[C@@H](C)CN(C(=O)c1cccnc1)[C@@H](C)CO2,-1.9
C[C@H](CO)N1C[C@H](C)[C@@H](CN(C)C(=O)Nc2cccc3ccccc23)Oc2ccc(NC(=O)C3CCCCC3)cc2C1=O,-0.5
C[C@H]1CN([C@@H](C)CO)C(=O)c2cc(NS(=O)(=O)c3cccs3)ccc2O[C@@H]1CN(C)C(=O)Nc1ccc(F)cc1,0.1
CC(=O)N1[C@@H]2Cn3c(ccc(-c4ccccc4F)c3=O)[C@H]1[C@@H](C(=O)NC1CCC1)[C@@H]2CO,0.0
CCCNC(=O)C[C@@H]1C[C@@H]2c3cc(NS(=O)(=O)c4ccccc4)ccc3O[C@@H]2[C@@H](CO)O1,0.2
C[C@H]1CN([C@@H](C)CO)C(=O)Cc2cc(NC(=O)Nc3cccc4ccccc34)ccc2O[C@@H]1CN(C)Cc1ccc(Oc2ccccc2)cc1,-0.3
CO[C@H]1CN(C)C(=O)c2cc(NS(C)(=O)=O)ccc2OC[C@@H](C)N(CC2CCOCC2)C[C@H]1C,2.2
CCCN(C)C[C@H]1Oc2cc(C#Cc3ccccc3)ccc2S(=O)(=O)N([C@H](C)CO)C[C@H]1C,-2.3
C[C@@H]1CN([C@@H](C)CO)C(=O)c2cc(-c3cncnc3)cnc2O[C@@H]1CN(C)C(=O)CN1CCOCC1,-5.7
C[C@H](CO)N1C[C@H](C)[C@H](CN(C)C(=O)Nc2ccc(F)cc2)Oc2c(NC(=O)Nc3ccc(F)cc3)cccc2C1=O,-0.1
CO[C@@H]1CN(C)C(=O)c2ccc(NC(=O)C3CCC3)cc2OC[C@H](C)N(C(=O)NC(C)C)C[C@@H]1C,0.3
CC(C)NC(=O)N(C)C[C@H]1Oc2ccc(NC(=O)c3ccncc3)cc2C(=O)N([C@@H](C)CO)C[C@@H]1C,-2.0
CNC[C@H]1Oc2cc(C#CC3(O)CCCC3)ccc2S(=O)(=O)N([C@@H](C)CO)C[C@@H]1C,-4.1
O=C(C[C@@H]1CC[C@@H]2[C@H](COC[C@@H](O)CN2Cc2nccs2)O1)NCc1ccc(Cl)cc1,-2.0
C[C@@H]1CN([C@H](C)CO)C(=O)c2cccc(NC(=O)c3ccncc3)c2O[C@@H]1CN(C)C(=O)Nc1ccc2c(c1)OCO2,-1.3
CO[C@@H]1CN(C)C(=O)c2cc(NS(=O)(=O)c3cn(C)cn3)ccc2OC[C@@H](C)N(Cc2cccc(Cl)c2)C[C@H]1C,1.7

3 compounds from above, sorted by count of non-hydrogen atoms, falling:
smiles,Mtb BioA inh
CO[C@@H]1CN(C)C(=O)c2cc(NS(=O)(=O)c3cn(C)cn3)ccc2OC[C@@H](C)N(Cc2cccc(Cl)c2)C[C@H]1C,1.7
CO[C@@H]1CN(C)C(=O)c2ccc(NC(=O)C3CCC3)cc2OC[C@H](C)N(C(=O)NC(C)C)C[C@@H]1C,0.3
CCCN(C)C[C@H]1Oc2cc(C#Cc3ccccc3)ccc2S(=O)(=O)N([C@H](C)CO)C[C@H]1C,-2.3
